Source: PubChem
NCI-60 one-dose screen, 48 h, at 10 µM unless noted. Numbers give growth in % (100 = growth as untreated, 0 = no growth, -100 = all killed).
HL-60(TB) = HL-60(TB) leukemia cells; 9% of 78,000 active; active means growth percent below 10
Starred values were filed as active, the others as inactive; & = joins results of further samples; [ ] = remark or other dose.

SMILES	HL-60(TB)
O=C(O)c1cc2c([nH]c3ccc(F)cc32)c(=O)s1	92
O/N=C(/CN1CCCCC1)c1ccccc1	98
COc1ccc2c3nc4cc(C)c(C)cc4nc3n(CCN(C)C)c2c1	-45*
COc1ccc(C2=CCCCCC2)c(OC)c1OC	104
Cc1ccc(Nc2ncnc3c2sc2nc(C)cc(C)c23)cc1	113
Cc1ccc(NC(=O)CNCC(C)C)cc1Cl	97
Cc1ccc2c(n1)C(=O)C(Br)=C(C1CCCC1)C2=O	76
O=C(/C=C/Nc1ccccc1)c1ccc2c(c1)Nc1ccccc1S2	91
N=c1c(S(=O)(=O)c2ccccc2)cc2c(=O)n3ccccc3nc2n1Cc1ccco1	104
CC1=C(C(=O)N=C(N)C(Cl)(Cl)Cl)SCCO1	55
CCOC(=O)C1=C(C)NC(C)=C(C(=O)OC)C1c1cccc(C#N)c1 (configuration not stated)	102
Cn1cc(-c2csc(-c3cn(CCCCN4CCCCC4)c4ccc(F)cc34)n2)c2cccnc21	-0.9*
CC(C)OC(=O)c1nc(-c2cccc(Cl)c2)nc2ccccc12	101
CCN1C(=O)N(CC)C2Nn3c(s/c(=C\c4ccccc4F)c3=O)=NC21 (configuration not stated)	7.8*
Oc1ccc(-c2cnc3nonc3n2)cc1	91

Single entries from the results shown:
COc1ccc2c3nc4cc(C)c(C)cc4nc3n(CCN(C)C)c2c1 @ HL-60(TB) = -45*
CCN1C(=O)N(CC)C2Nn3c(s/c(=C\c4ccccc4F)c3=O)=NC21 (configuration not stated) @ HL-60(TB) = 7.8*
CC(C)OC(=O)c1nc(-c2cccc(Cl)c2)nc2ccccc12 @ HL-60(TB) = 101

(next part)
SMILES	HL-60(TB)
CN1C(=O)/C(=C/c2ccc(C(=O)O)cc2)S/C1=N/c1nccs1	89
CN1CCN(C(=O)c2ccc(NC(=O)Nc3ccc(-c4nc(N5CCOCC5)c5cccn5n4)cc3)cc2)CC1	7.7*
CCN(CC)CCOc1ccc(/C(=C(\C)c2ccc(F)c(OC)c2)c2ccc(Cl)cc2)cc1	-28*
c1ccc2[nH]c(-c3ccncc3)nc2c1	113
CCc1cccc(CC)c1NC(=S)N/C=C(\C#N)S(=O)(=O)c1ccc(C)cc1	95
Cc1ccc(NC(=O)Nc2nccnc2OCc2cccc(Cl)c2)cc1	98
C=C(C)[C@@H]1CC[C@]2(C(=O)N3CCN(C)CC3)CC[C@]3(C)[C@H](CC[C@@H]4[C@@](C)(CCCN)[C@H](C(=C)C)CC[C@]43C)[C@@H]12	62
CCNC(=O)Oc1ccc(/C(=C(/CC)Cc2ccccc2)c2ccc(OCCN3CCCC3)cc2)cc1	69
CCOC(=O)c1nn(C2CCCCO2)c2ccc(NC(=O)CSc3nc4ccccc4c(=O)[nH]3)cc12 (configuration not stated)	118
COC(=O)Nc1ccc(NC(=O)OC)c2c1C(=O)c1ccccc1C2=O	91
OCC1OC(n2cnc3c(SCc4ccccc4)nc(F)nc32)C(O)C1O (configuration not stated)	145
CCC(=O)Oc1ccc(C(CN(C)C)OC(=O)C(c2ccccc2)c2ccccc2)cc1OC(=O)CC (configuration not stated)	71
C=CCn1cc(/C=N\N=C2\C(=O)Nc3ccccc32)c2ccccc21	78
CC(C)(C)[Si](C)(C)OC1[C@@H](O[Si](C)(C)C(C)(C)C)[C@@H](CNC(=O)NC(=O)NC(=O)CCl)O[C@H]1n1cnc2c(NC(=O)Nc3ccccc3)ncnc21 (some centres not stated)	20
CC/C(=C\c1ccccc1OC)c1ccncc1	82
COc1cc2c(cc1OC)-c1ccc3cc4c(cc3c1N(CCCn1ccnc1)C2)OCO4	3.5*
COC(=O)/C=C/C=C(c1ccccc1)c1ccccc1	46
N#Cc1cn[nH]c1N	99
CC(c1ccccc1)c1ccccc1OCCN(C)C (configuration not stated)	98
O=C1c2cccc3cccc(c23)C(=O)N1CCCCN1C(=O)c2ccc3c4c(ccc(c24)C1=O)C(=O)N(CCCCN1C(=O)c2cccc4cccc(c24)C1=O)C3=O	89
CC1=NN(c2nc(-c3ccccc3)c(C#N)c(=O)n2C)C(=O)C1N=Nc1c(C)n(C)n(-c2ccccc2)c1=O (configuration not stated)	68
O=C1NC(=O)c2c(Br)c(Br)c(Br)c(Br)c21	91
COC(=O)[C@H]1[C@H]2C[C@@H]3c4[nH]c5cc(OC)ccc5c4CCN3C[C@H]2C[C@@H](OC(=O)c2cc(OC)c(OC)c(OC)c2)[C@@H]1OC	116
N#Cc1cc(N)n(-c2nc3c(cnn3-c3ccccc3)c(=O)n2-c2ccccc2)n1	85
CCOC(=O)c1cc(C(=O)c2ccc(Br)cc2)n2c(-c3ccccn3)cccc12	104
CCCCSSC(Cl)(Cl)Cl	103
O=c1c2cc(F)ccc2sc2c(N3CCOCC3)nc3ccccc3c12	103
CC1(C)[C@@H]2CC[C@]1(C)[C@@H](O)C2	109
Cc1ccc(Nc2ccc(Nc3ccc(C)cc3)c3c2C(=O)c2ccccc2C3=O)cc1	116
O=C1c2ccccc2C(=O)c2c(NCCN=Cc3c(O)ccc4ccccc34)cccc21	66
CN(CCC(=O)c1cccc2ccccc12)Cc1ccccc1	103
CCOC(=O)CC1Oc2ccc3c(c2NC1=O)c(C(=O)OCC)c(C)n3C (configuration not stated)	98
O=C(CSc1nnc(-c2cccs2)n1-c1ccccc1)Nc1ccccc1F	66
O=C1/C(=C/c2ccc(O)cc2O)N=C2SCCCN12	100
C=C(C)CNC(=O)C1CC(C)=CC(C)C1C (configuration not stated)	86
COc1ccc(NCC(=O)Nc2ccc(-c3nc4ccccc4s3)cc2)cc1	79
CC(=O)/C(N=O)=C(/C)O	100
OCC1CCN(c2cc(-c3cccnc3)ccc2NC(=S)Nc2ccc(C(F)(F)F)cc2)CC1	80
CCOc1ccc(C(CN2CCOCC2)C(C)=O)cc1OC (configuration not stated)	85
COc1ccc(C(C)=O)cc1S(N)(=O)=O	75
CC(C)(Oc1ccc(C2CC2(Cl)Cl)cc1)C(=O)O (configuration not stated)	95
COc1ccc(Nc2nc(C)c(/C(C)=N/NC(=S)Nc3ccccc3)s2)cc1	69
Clc1nc2ccccc2nc1Cc1nnc(-c2ccccc2)o1	98
N#Cc1nc(-c2ccc(Cl)cc2)oc1N1CCN(c2ccc(F)cc2)CC1	103
O=C1/C(=C/c2ccc([N+](=O)[O-])cc2)SC(=NC2CCCCC2)N1Nc1ccccc1	20
CCc1ccc2c(c1)N(CCO)C1=C(C(=O)OC1)C2c1cc(OC)c(OC)c(OC)c1 (configuration not stated)	-26*
Cc1ccc(S(=O)(=O)OCCCc2cn(-c3ccccc3F)nn2)cc1	102
CC1(CC(=O)Nc2ccccc2)Nc2ccccc2-c2ccnn21 (configuration not stated)	100
Cn1cc(-c2csc(-c3cn(C)c4ccccc34)n2)c2cnccc21	-41*
COc1ccc(/C=C(\C#N)c2cc3ccccc3n2S(C)(=O)=O)cc1	90
O=C(/C=C/c1cccc(C(F)(F)F)c1)Nc1cccc(C(F)(F)F)c1	38
O=C(Nc1ccccc1)Nc1nnc(-c2ccncc2)o1	98
Cc1ccccc1C(=O)NCc1ccccc1	94
CCC(C)N(c1ccc(Cl)cc1)c1nc(-c2ccc(Br)cc2)cs1 (configuration not stated)	100
O=C(NCCO)c1ccc(C(=O)NCCO)cc1	89
O=[N+]([O-])c1cc(OCc2ccccc2)c(OCc2ccccc2)c(OCc2ccccc2)c1	115
O=C(C(=O)N1CCOCC1)c1ccc(OC2OC(CO)C(O)C(O)C2O)cc1 (configuration not stated)	83
O=C(CN1CCCCCC1)Nc1nc2ccc(NCc3ccc([N+](=O)[O-])cc3)cc2s1	53
O=C(NNC(=S)Nc1ccccc1)c1ccc2cccc(O)c2n1	90
Cc1cc(=O)oc2cc(OCCCOc3ccc(/C=C/C(=O)Nc4ccc(Br)cc4)cc3)ccc12	96

Next section:
SMILES	HL-60(TB)
Cc1cc(C[P+](c2ccccc2)(c2ccccc2)c2ccccc2)c(C[P+](c2ccccc2)(c2ccccc2)c2ccccc2)cc1C	75
CN1CCCN(CCNc2nccc(-c3c(-c4cccc(O)c4)nc4sccn34)n2)S1(=O)=O	69
CC(C)OC(CCCl)c1ccc(Cl)cc1 (configuration not stated)	90
Cc1ccc(-c2csc(NC(=O)c3ccc(F)cc3)c2C(=O)O)cc1	58
C=C(C)CC/C=C\C(=O)O	94
COc1ccc(C/C(N)=N\O)cc1	105
CC1=CCC2C(=O)N(c3cc(C)on3)C(=O)C2C1 (configuration not stated)	96
O=C1c2ccccc2C(=O)c2sc(Nc3cccc(Cl)c3)nc21	-19*
C[C@]12CC[C@H](O)C[C@@H]1CC[C@@H]1[C@@H]2CC[C@@]2(C)[C@H]1CC[C@@H]2[C@](C)(O)CCc1ccc(F)cc1	86
N#C/C(=C/N)C(N)=O	100
O=C1OC(C(O)C(O)CO)C(O)=C1O (configuration not stated)	104&114
COc1ccc(-c2nc3ncccn3c2-c2nc3ccc(F)cc3[nH]2)cc1	70
COc1ccccc1NC(=O)COc1cc(O)c2c(=O)cc(-c3ccccc3)oc2c1	96
N#CC1=C(Nc2ccccc2F)NC(c2cccc([N+](=O)[O-])c2)c2sc3c(F)cccc3c21 (configuration not stated)	113
Oc1ccccc1C=Nc1ccc(Cl)cn1	61
Cc1ccc(S(=O)(=O)Oc2c(Cl)cc(Cl)cc2Cl)cc1	104
CCn1cnc(C[C@H](NC(=O)[C@H](CCCCNC(=O)Nc2cc(C(F)(F)F)cc(C(F)(F)F)c2)NC(=O)Nc2cc(C(F)(F)F)cc(C(F)(F)F)c2)C(=O)OC)c1	-49*[100 µM]
COc1ccc(-c2nn(Cc3cc(OC)c(OC)c(OC)c3)c3c2-c2oncc2CC3)cc1	94
CCCCOc1nc2ccc(Cl)cc2cc1/C=C/C(=O)/C=C(O)/C=C/c1cc2cc(Cl)ccc2nc1OCCCC	88
Cc1cc(C(C)(C)C)c(O)c(C(C)(C)C)c1	96&97
COc1ccc(/C=C2\N=C(Nc3ccccc3)N(NC(=O)c3ccccn3)C2=O)cc1	98
COc1cccc(C(N)=O)c1OC	94
COc1cc(C2NC(=O)C(C#N)=C(Nc3cccc(C)c3)S2)ccc1O (configuration not stated)	84
Cc1cc(N(CCO)CCO)n2c(nc3ccccc32)c1C#N	101
Cc1nccnc1N1CCCCC1	130&92
N#Cc1c(Nc2ccc(F)cc2F)n[nH]c1-c1cccs1	98
COc1ccc(-c2cc(C(=O)Nc3nc4ccc(Cl)cc4s3)nc3cc(-c4ccccc4)nn23)cc1	113
CC(C)N1C(=O)C=CC1=O	84
CC(C)C[C@H](N)C(=O)O	105
Cn1cnc([N+](=O)[O-])c1Cl	88
COc1ccccc1Nc1nc2c(s1)C1=CC[C@H]3[C@@H]4CC[C@H]([C@H](C)CCCC(C)C)[C@@]4(C)CC[C@@H]3[C@@]1(C)CC2	102
C1CCc2nc3c(nc2C1)CCCC3	118
O=C(O)C1CC(C(=O)O)SS1 (configuration not stated)	98
O=CNC(O)C(Cl)(Cl)Cl (configuration not stated)	112
NC(N)=NN=C(c1ccccn1)c1ccccn1	96
NS(=O)(=O)c1ccccc1NCCC(=O)c1ccc2ccccc2c1	110
Cc1cc2nc(CN)[nH]c2cc1C	97
CN1CCN(CC(=O)Nc2nnc(-c3ccc(Cl)cc3)s2)CC1	102
CCCCC(C)N=C=S (configuration not stated)	104
C/C(CCC(=O)O)=N\Nc1nc2ccccc2s1	89
Nc1ncnc2c1c(-c1ccccc1)nn2CC(=O)N1CCOCC1	101
CCOC(=O)c1nnc(SC)nc1SC	171
O=[N+]([O-])c1cc(F)c2cccnc2c1O	73
CN1CC2CCC(C1)C2=O	96
Cc1c(C(=O)NCCc2ccccc2)[n+](=O)c2cc(F)ccc2n1[O-]	99

Part of the list above, as comma-separated lines.
compound,HL-60(TB)
COc1ccc(/C=C2\N=C(Nc3ccccc3)N(NC(=O)c3ccccn3)C2=O)cc1,98
COc1cccc(C(N)=O)c1OC,94
COc1cc(C2NC(=O)C(C#N)=C(Nc3cccc(C)c3)S2)ccc1O (configuration not stated),84
Cc1cc(N(CCO)CCO)n2c(nc3ccccc32)c1C#N,101
Cc1nccnc1N1CCCCC1,130&92
N#Cc1c(Nc2ccc(F)cc2F)n[nH]c1-c1cccs1,98
COc1ccc(-c2cc(C(=O)Nc3nc4ccc(Cl)cc4s3)nc3cc(-c4ccccc4)nn23)cc1,113
CC(C)N1C(=O)C=CC1=O,84
CC(C)C[C@H](N)C(=O)O,105
Cn1cnc([N+](=O)[O-])c1Cl,88
COc1ccccc1Nc1nc2c(s1)C1=CC[C@H]3[C@@H]4CC[C@H]([C@H](C)CCCC(C)C)[C@@]4(C)CC[C@@H]3[C@@]1(C)CC2,102
C1CCc2nc3c(nc2C1)CCCC3,118
O=C(O)C1CC(C(=O)O)SS1 (configuration not stated),98
O=CNC(O)C(Cl)(Cl)Cl (configuration not stated),112
NC(N)=NN=C(c1ccccn1)c1ccccn1,96
NS(=O)(=O)c1ccccc1NCCC(=O)c1ccc2ccccc2c1,110
Cc1cc2nc(CN)[nH]c2cc1C,97
CN1CCN(CC(=O)Nc2nnc(-c3ccc(Cl)cc3)s2)CC1,102
CCCCC(C)N=C=S (configuration not stated),104
C/C(CCC(=O)O)=N\Nc1nc2ccccc2s1,89
Nc1ncnc2c1c(-c1ccccc1)nn2CC(=O)N1CCOCC1,101
CCOC(=O)c1nnc(SC)nc1SC,171

Next entries:
SMILES	HL-60(TB)
COc1ccc2c(c1)C(C)Cc1c(N(C)C)ncnc1N2C (configuration not stated)	-4.8*
COc1cc(N)c2nccc(C)c2c1OC	96
NCCc1ccc2c(c1)OCO2	105
CN(C)S(=O)(=O)n1cnc([C@H]2c3c(ncn3Cc3ccccc3)C[C@H]3COC(=O)[C@H]32)c1	108
O=C1OCCN1CCCl	104
Cc1c(-c2nnc(-c3cccc4ccccc34)o2)nnn1-c1ccc([N+](=O)[O-])cc1	93
O=c1[nH]cc(CCCc2ccccc2)c(=O)[nH]1	78
COc1ccc2cc(C(=O)c3ccccc3)c(=O)oc2c1	95
c1ccc(-c2nnc(Cn3c(COc4cccc5ccccc45)nc4ccccc43)o2)cc1	87
C[C@]12CC[C@@H]3c4cc(OC(F)F)c(OS(N)(=O)=O)cc4CC[C@H]3[C@@H]1CC[C@@H]2O	1.2*

An excerpt, so the mix of outcomes need not match the whole.
